# 14-3-3g Raf: modulators of human 14-3-3 gamma - Raf peptide interaction. FP, 14-3-3gamma / TMR-pS259-Raf peptide binding. inhibition, % at 40 µM. hit rate 0.19% among 160,000. AID 422; in the data active = inhibition above about 30%;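 also: 0% = protein plus tracer without compound and 100% = blank with tracer alone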
# Target sequence (P61981 whole entry, looked up): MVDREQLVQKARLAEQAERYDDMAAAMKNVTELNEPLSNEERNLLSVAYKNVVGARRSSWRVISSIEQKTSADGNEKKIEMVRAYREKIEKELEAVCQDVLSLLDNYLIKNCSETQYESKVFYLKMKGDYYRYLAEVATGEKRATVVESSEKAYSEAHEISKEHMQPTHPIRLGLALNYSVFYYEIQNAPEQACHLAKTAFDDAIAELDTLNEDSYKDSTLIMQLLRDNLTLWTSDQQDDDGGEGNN
# An asterisk follows results filed as active; & = joins results of further samples. These rows are one share of the data; the hit share may differ from the screen's.
mol,14-3-3g Raf
COc1ccccc1-c1nc(-c2ccc(Br)cc2)no1,-15&2
CCOc1ccc(CCn2c3c(c(=O)[nH]c2=O)C(NC(C)=O)(C(F)(F)F)C(=O)N3)cc1OCC (stereo not drawn),-2
O=C(NCc1ccc(F)cc1)C1CCC(CNS(=O)(=O)c2cccs2)CC1 (stereo not drawn),-1
O=C(COc1nsnc1N1CCCCC1)Nc1ccc(Br)cc1,-63
CC(=O)Nc1ccc(S(=O)(=O)N2CCN(C(=O)c3ccccc3[N+](=O)[O-])CC2)cc1,-5
COc1cc(OC)cc(C(=O)N2CCc3cc(OC)c(OC)cc3C2COc2ccc3c(C)cc(=O)oc3c2)c1 (stereo not drawn),-8
Cc1nc(SCC(=O)Nc2ccc3c(c2)OCO3)c(C#N)c2c1CCCC2,-9
COc1cc(SC)ccc1C(=O)NCCOc1ccccc1-c1ccccc1,-5
Cn1cc(C=Cc2nc3ccc(I)cc3c(=O)n2CCCO)c2ccccc21,-24
Cc1ccc(C)c(N2CCN(C(=O)c3cccn4c(=O)c5ccccc5nc34)CC2)c1,-17
O=C(NC1CCCc2ccccc21)C1CCN(S(=O)(=O)c2cccs2)CC1 (stereo not drawn),-7
O=C(c1cccnc1)N1CCN(C2CCN(Cc3ccccc3)CC2)CC1,-4
O=C(CSc1nc(O)cc(=O)[nH]1)N1CCOCC1,-6
CSc1nnc([C@@H](NC(=O)OC(C)(C)C)C(C)C)o1,-9
CCc1c(-c2ccccc2)n(CCO)c2nc3c(c(=O)n(C)c(=O)n3C)n12,-9
CCOC(=O)C1C(=O)CC(C)(O)C(C(=O)OCC)C1c1ccc(F)cc1 (stereo not drawn),3
CC(=O)NCC12CC3CC(C1)CC(C(=O)O)(C3)C2,0
Cn1c(=O)c2c(nc(NCc3ccco3)n2C/C=C/c2ccccc2)n(C)c1=O,-6
CCOc1ccc(-c2[nH]ncc2Oc2cccc(OC)c2)c(O)c1,-5
C#CCNc1ccccc1-c1nc2ccccc2[nH]c1=O,5
O=S(=O)(c1cc(Cl)ccc1Cl)n1nnc2ccccc21,-6
COC(=O)c1ccc(S(=O)(=O)N2CCCC2)o1,1
N#CCC12CC3CC(CC(C3)C1)C2,-2
O=C(NCc1cn2ccsc2n1)Nc1ccc(Cl)cc1,-6
O=C(c1cccn2c(=O)c3ccc(Cl)cc3nc12)N1CCN(c2cccc(Cl)c2)CC1,-25
O=C(OCc1nnc(-c2ccccc2)o1)c1ccc2c(c1)OCCO2,-1
CCCOC(=O)C1=C(C)NC2=C(C(=O)CC(c3ccccc3)C2)C1c1ccc(N(CC)CC)cc1 (stereo not drawn),6
CC1(C)Cc2c(sc3[nH]c(=S)[nH]c(=O)c23)CO1,-5
COc1ccc(-n2nnc3c(SCC(=O)N4CCN(c5ccccc5)CC4)ncnc32)cc1,4
CCOc1cccc2cc(C(=O)Nc3cc(C)on3)c(=O)oc12,-24
C1C2CC3CC1CC(C2)C3NC1C2CC3CC(C2)CC1C3 (stereo not drawn),-8
Cc1cc2c3nonc3ccc2n1C,3
Cc1nc2ccccn2c1-c1csc(NCc2ccccc2)n1,10
Cc1ccc(NC2=C(n3nnc4ccccc43)C(=O)c3ccccc3C2=O)cc1,-2
COc1ccc(Oc2coc3c(CN4CCCCCC4)c(O)ccc3c2=O)cc1,-27
COc1ccc(-c2nnc3ccc(SCC(=O)NCc4ccco4)nn23)cc1OC,-1
COc1ccc2cc3cc(C(=O)N4CCN(c5cccc(Cl)c5)CC4)sc3nc2c1,-10
O=C(NCCCN1CCN(CCCNC(=O)c2ccc(F)cc2)CC1)c1ccc(F)cc1,-5
COc1ccc(N2CCN(CCCn3c(=S)[nH]c4c(sc5ccccc54)c3=O)CC2)cc1,-10
Cc1ccc(NC(=O)c2ccc(S(=O)(=O)NCC3CCCO3)cc2)cc1 (stereo not drawn),-32

# Exported with values ahead of the structure: entries from further up
14-3-3g Raf | Compound
-32 | Cc1ccc(NC(=O)c2ccc(S(=O)(=O)NCC3CCCO3)cc2)cc1 (stereo not drawn)
10 | Cc1nc2ccccn2c1-c1csc(NCc2ccccc2)n1

# Next section:
mol,14-3-3g Raf
CCCOc1ccc(/C(O)=C2\C(=O)C(=O)N(Cc3cccnc3)C2c2ccc(Cl)cc2)c(C)c1 (stereo not drawn),1
COc1cc(SC)ccc1C(=O)Nc1ccc(S(N)(=O)=O)cc1,5
O=C(CSc1nc2c(sc3ccc([N+](=O)[O-])cc32)c(=O)n1Cc1ccccc1)NCc1ccco1,-3
C=CCNC(=O)C1CC1(c1ccccc1)c1ccccc1 (stereo not drawn),-5
CCCc1ccc(Oc2c(C)oc3c(C)c(O)ccc3c2=O)cc1,4
O=C(NCc1ccco1)c1cc2sccc2n1Cc1ccccc1,-11
CCC1(CC)NC(=S)N(c2ccc(C)cc2)N1,-8
O=C(c1c[nH]c2ccc(S(=O)(=O)Nc3ccccc3F)cc2c1=O)N1CCCC1,8
CCOc1ccc(-c2cc(CCCC(=O)NCc3cccnc3)no2)cc1,-3
CN(Cc1ccccc1)C1CC(=O)N(c2ccc(F)cc2)C1=O (stereo not drawn),-1
Cc1cccc(CSc2nnc3sc4ccccc4n23)c1,-11
COc1cccc(Nc2cc(C)nc3nc(C)nn23)c1,1
CCCCN(C)S(=O)(=O)c1ccc(C(=O)Nc2nc3ccc4nc(C)sc4c3s2)cc1,-15
COC(=O)c1ccc(CSc2nc3sc4c(c3c(=O)n2C)CCCC4)o1,2
CC(=O)c1ccc(NC(=O)CSc2nc3ccc(NC(=O)c4cccc5ccccc45)cc3s2)cc1,-33
Cc1c(Cc2ccccc2)sc(NC(=O)c2cccs2)c1C(N)=O,-157
Cc1ccc(SCCNC(=O)C(C)C)cc1,-1
c1ccc2c(c1)Nc1ccc3ccccc3c1S2,2
COc1ccc(C2C(C(N)=O)=C(C)Nc3nc(SCc4ccccc4)nn32)cc1 (stereo not drawn),-11
CC(=O)c1cc2c(cc1NC(=O)c1ccc(-n3nc(C)cc3C)cc1)OCO2,-2
O=C(Nc1ccc(F)cc1)N(CCCN1CCOCC1)Cc1cc2cc3c(cc2[nH]c1=O)OCO3,-4
CCCCNC(=O)c1cc2c(C)nn(-c3ccccc3)c2s1,-4
COc1ccc(OCC(=O)N2CCN(c3nnc(-c4ccccc4)c4ccccc34)CC2)cc1,-2
COc1ccc(S(=O)(=O)N(CC(=O)N2CCN(C)CC2)C2CCCCC2)cc1OC,2
Cc1ccc(C)c(OCCCCCn2ccnc2)c1,-10
CC1CCN(c2ccc(S(=O)(=O)N3CCC(C)CC3)cc2NC(=O)Nc2ccc(Cl)cc2)CC1,5
Cc1ccc(C)c(NC(=O)c2cc(S(=O)(=O)N3CCC(C)CC3)ccc2F)c1,2
COc1ccccc1CN1C(=O)CN(C2CCCCCC2)C(=O)C1c1ccc(Cl)cc1 (stereo not drawn),4
CN(C(=O)c1cnc(N2CCN(c3ncccn3)CC2)c2ccccc12)c1ccc(Cl)cc1,-7
COc1cc(OC)c(NC(=O)c2cn(-c3ccc(Cl)cc3)c(=O)c3ccccc23)cc1Cl,1
Cc1cc(C)c2[nH]c(=O)c(CN(CC3CCCO3)C(=O)C3CCCO3)cc2c1 (stereo not drawn),-5
CC(=O)Nc1cc(Br)c2c(c1)OCCO2,-17
CCOc1ccc(C2C(N3C(=O)c4ccc([N+](=O)[O-])cc4C3=O)C(=O)N2c2ccc(C)c(F)c2)cc1 (stereo not drawn),-8
CCOc1ccc(S(=O)(=O)Nc2ccc3oc(C)c(C(C)=O)c3c2)cc1,-8
Cc1ccc2nc(-c3ccco3)c(Nc3ccc4c(c3)OCCO4)n2c1,-10
N#CCSc1nnc(Cc2cccc3ccccc23)n1C1CCCCC1,-26
CCOC(=O)C1=C(C(=O)OCC)SC(=C2C(=S)C(C)(C)N(C(C)=O)c3cc(C)ccc32)S1,0
CCC(Sc1nc(=O)cc(N)n1-c1ccccc1)C(=O)Nc1ccc(Cl)cn1 (stereo not drawn),-2
c1cncc(-c2nnc(SCc3cccc4ccccc34)o2)c1,-3
C=C(C)Cn1c(SCC(N)=O)nc2sc3c(c2c1=O)CCC3,4
COc1ccc(C2C3=C(CC(c4ccc(C)cc4)CC3=O)Nc3ccccc3N2C(C)=O)cc1 (stereo not drawn),-9
FC(F)C(F)(F)C(F)(F)C(F)(F)c1cc(-c2ccccc2)n[nH]1,-1
COc1ccc(OC)c(-n2c(CN3CCC(C(N)=O)CC3)nc3ccccc3c2=O)c1,5
CCOC(=O)c1c(NC(=O)c2ccc(C)c([N+](=O)[O-])c2)sc(C(=O)Nc2ccccc2F)c1C,-10
CN(Cc1ccccc1)S(=O)(=O)c1ccc(F)c(C(=O)Nc2cc(C(F)(F)F)ccc2Cl)c1,-4
CC1(C)CC(=O)C2=C(C1)Nc1cc(C(=O)c3ccccc3)ccc1NC2c1ccncc1 (stereo not drawn),0
CC1CCC(C(C)C)C2=C1C(c1ccc(N(C)C)cc1)C(C(N)=O)C(=O)N2 (stereo not drawn),-2
Cc1nn2c(N3CCOCC3)c3c(nc2c1-c1ccccc1)CCCC3,-7
COc1ccc(CN(CC(=O)NCC2CCCO2)C(=O)CCC(=O)Nc2cc(C)ccn2)cc1 (stereo not drawn),-4
Cc1ccc(NC(=O)C(=O)NCCc2ccc(F)cc2)cc1,-1
CCCC(=O)Nc1ccccc1NC(=O)CN(C)S(=O)(=O)c1ccccc1,1
COc1ccc(Cl)cc1N=Cc1c(O)cc(C)oc1=O,-153
Clc1ccc(Cn2cc(Br)cn2)cc1Cl,-7
COc1ccc(NC(=O)C2C3CCCC2C3c2ccccc2)cc1 (stereo not drawn),-6
CN1CCN(C(=O)CSc2nc(-c3cccs3)cc(-c3cccs3)c2C#N)CC1,-14
Cc1cccc(-n2c(SCC(=O)Nc3nnc(C)s3)nnc2-c2ccoc2C)c1,-6

# The list goes on.
mol,14-3-3g Raf
CCOC(=O)c1c(NC(=O)CSc2nnc(-c3ccccc3)n2CC)sc(C(C)=O)c1C,-19
C=CCN(C(=O)c1cn(CC)c(=O)c2cc(OC)c(OC)cc12)c1ccccc1,-5
COCCOC(=O)c1c(C)oc2ccc(OC(=O)c3ccc4c(c3)OCO4)cc12,-14
Cc1ccccc1Cn1c(=O)n(Cc2ccc(C(=O)NCc3ccco3)cc2)c(=O)c2ccccc21,2
O=c1c(-c2ccc(Br)cc2)coc2c(CN3CCOCC3)c(O)ccc12,-1
CCN1CCCC1CNC(=O)c1ccc(CS(=O)(=O)c2ccccc2C)o1 (stereo not drawn),-10
O=C1CCCC(O)=C1C=Nc1ccc2c(c1)oc1ccccc12,-7
CC(=O)c1c(N2CCN(Cc3ccc4c(c3)OCO4)CC2)nc(=S)n(-c2ccccc2)c1C,-4
NCCCNC(=O)c1cc2ccccc2[nH]1,-2
COC(=O)c1ccc(C2Nc3ccccc3C(=O)N2c2cc(C)cc(C)c2)cc1 (stereo not drawn),-2
O=C(CS(=O)(=O)c1cn(Cc2ccccc2Cl)c2ccccc12)Nc1ccccc1C(F)(F)F,-16
COc1ccc(N2CCN(C(=O)CSCc3ccc(C)cc3)CC2)cc1,-3
Cc1ccc(CNC(=O)C2CCN(c3nc4ccccc4o3)CC2)cc1,-1
O=C(CCN1C(=O)c2ccccc2S1(=O)=O)Nc1nc2c(s1)CCCC2,-3
O=C(Nc1ccccc1)C1CC(=O)N(CCc2ccc(F)cc2)C(=Nc2ccccc2F)S1 (stereo not drawn),-5
COc1ccc(NC(=O)CC2C(=O)N(c3cccc(OC)c3)C(=O)N2C2CCCCC2)cc1 (stereo not drawn),-4

# Rewritten field by field: 4 of the compounds above
COc1ccc(N2CCN(C(=O)CSCc3ccc(C)cc3)CC2)cc1
  14-3-3g Raf: -3

Cc1ccc(CNC(=O)C2CCN(c3nc4ccccc4o3)CC2)cc1
  14-3-3g Raf: -1

O=C(CCN1C(=O)c2ccccc2S1(=O)=O)Nc1nc2c(s1)CCCC2
  14-3-3g Raf: -3

O=C(Nc1ccccc1)C1CC(=O)N(CCc2ccc(F)cc2)C(=Nc2ccccc2F)S1 (stereo not drawn)
  14-3-3g Raf: -5

# Further records.
mol,14-3-3g Raf
O=C1CCCC2=C1C(c1cccs1)n1ncnc1N2 (stereo not drawn),2
NC(=O)c1c(NC(=O)c2cc(-c3ccc(Br)cc3)on2)sc2c1CCCC2,-22
Cc1ccc(C)c(CN2CCCNC2=O)c1,-5
COc1ccc(-c2nc(-c3ccccc3)c(-c3cccs3)[nH]2)c(OC)c1C,-6
O=C(CNS(=O)(=O)c1cccc2nonc12)NCc1ccccc1,-2
O=C(COc1ccccc1)NCCSc1nc2ccccc2s1,-3
CCOC(=O)N1CCC(NCCNC(=O)c2ccccc2Cl)CC1,3
CCN(CC)C(=O)C1CCN(c2ncnc3c2cnn3-c2ccc(C)cc2C)CC1,0
CC1=C(C(=O)OC(C)C)C(c2ccc(N(C)C)cc2)C2=C(CCCC2=O)N1 (stereo not drawn),2
O=C(NCCSc1ccccc1)c1ccc(CN2CCc3ccccc3C2)cc1,-7
O=C(NC1CCCCC1)c1cccc(C(=O)NC2CCCCC2)n1,3
C=CCn1c(SCc2nnc(-c3ccccc3)o2)nnc1C(O)c1ccccc1 (stereo not drawn),0
CN(C)C(=O)c1cn(-c2ccccc2)nc1-c1cccnc1,1
N#Cc1ccccc1Nc1sc(C(=O)c2ccccc2)c(N)c1C#N,-65
C=CCSc1nc(O)cc(=O)n1-c1ccc(OCC)cc1,-311
COC(=O)[C@@H](NC(=O)NC1CCN(Cc2ccccc2)CC1)C(C)C,6

# From PubChem BioAssay
